# Screening data deposited in PubChem by National Center for Advancing Translational Sciences (NCATS).
# TbPYK inhibitor = inhibitors of Trypanosoma brucei pyruvate kinase. Q57TT1. TbPYK enzyme, Kinase-Glo Plus ATP luminescence, 45 min. hit rate 0.12% among 410,000. Potency, µM (doses to about 76.8 µM), without a hit: at the top dose activity, negative = inhibition, usual class: inhibitors; note: potency is the fitted concentration of half-maximal effect; % is set by controls: 0 for no effect and ±100 for the full control effect; nearly all actives have a fitted effect of over 50% in size
#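 Luminescent Kinase-Glo Plus end-point after 45 min room-temperature reaction of T. brucei pyruvate kinase started with 130 uM ADP (final). Buffer TEA 50 mM pH 7.2 with KCl, MgCl2, BSA, Tween-20; titration-based qHTS with fitted concentration-effect curves.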
# HCV inh = HCV inhibition. Huh7.5.1 HCVcc-Cre infection, luciferase reporter, 44 h. Potency, µM (titrated, usually from 41.8 µM), without a hit: at the top dose activity change, negative = inhibition, usual class: inhibitors. hit rate 3.4% among 340,000. AID 651820; note: potency is the fitted concentration of half-maximal effect; % is set by controls: 0 for no effect and ±100 for the full control effect
#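 Cells (1,000/well) were plated 4 h before compound, then infected with HCVcc-Cre virus (~0.5 moi). After 44 h further culture, infection was read as luciferase luminescence following a 15 min substrate incubation at room temperature.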
# CHX counter = counter-screen hit for Shiga toxin inhibitors, cycloheximide. max response, %. hit rate 12% among 300,000. cell reporter, cycloheximide protein synthesis inhibition counterscreen; in the data active = max response mostly above about 13%, no sharp cut-off; inactive = mostly below about 14%; note: read at 38.3 µM for the half of the compounds with a filed dose; 0% is about no effect
# Shiga toxin inh = Shiga toxin inhibition; Vero cells, Shiga toxin protein synthesis inhibition reporter; inhibition, % at 38.7 µM; hit rate 9.2% among 290,000; in the data active = inhibition mostly above about 28%, no sharp cut-off; inactive = mostly below about 43%; note: 0% is about no effect
# Pf growth 96h = inhibits malaria parasite growth, 96 h | P. falciparum luciferase reporter growth, 96 h | Potency, µM (doses to about 28.7 µM), without a hit: at the highest dose activity change, negative = inhibition, most hits filed as inhibitors | hit rate 6.9% among 320,000; note: potency is the fitted concentration of half-maximal effect; % is set by controls: 0 for no effect and ±100 for the full control effect
#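 P. falciparum expressing integrated firefly luciferase grown in erythrocytes (2% hematocrit, 0.05% parasitemia final) with compounds for 96 hours at 37 C, 5% CO2. Growth inhibition read as loss of luminescence after adding luciferase detection reagent.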
# Pf growth 48h = P. falciparum growth inhibition at 48 hours (one generation). hit rate 5.9% among 310,000. P. falciparum luciferase growth in erythrocytes, 48 h. Potency, µM (top dose mostly 28.7 µM), for the others: top-dose activity change, negative = inhibition, actives largely listed as inhibitors; note: potency is the fitted concentration of half-maximal effect; % is set by controls: 0 for no effect and ±100 for the full control effect
#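 Growth was read as firefly luciferase luminescence after a 48 h, 37 C, 5% CO2 exposure of compounds to reporter-bearing P. falciparum cultures (0.1% parasitemia, 2% hematocrit final) in Albumax-supplemented RPMI 1640.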
# LmPK inh = inhibitors of Leishmania mexicana pyruvate kinase. Q27686. purified LmPK, Kinase-Glo ATP luminescence, 1 h. Potency, µM (doses to about 57.5 µM), for the others: at the highest dose activity change, negative = inhibition, actives largely listed as inhibitors. hit rate 0.37% among 290,000; note: potency is the fitted concentration of half-maximal effect; % is set by controls: 0 for no effect and ±100 for the full control effect
# Target sequence (Q27686 whole entry, looked up): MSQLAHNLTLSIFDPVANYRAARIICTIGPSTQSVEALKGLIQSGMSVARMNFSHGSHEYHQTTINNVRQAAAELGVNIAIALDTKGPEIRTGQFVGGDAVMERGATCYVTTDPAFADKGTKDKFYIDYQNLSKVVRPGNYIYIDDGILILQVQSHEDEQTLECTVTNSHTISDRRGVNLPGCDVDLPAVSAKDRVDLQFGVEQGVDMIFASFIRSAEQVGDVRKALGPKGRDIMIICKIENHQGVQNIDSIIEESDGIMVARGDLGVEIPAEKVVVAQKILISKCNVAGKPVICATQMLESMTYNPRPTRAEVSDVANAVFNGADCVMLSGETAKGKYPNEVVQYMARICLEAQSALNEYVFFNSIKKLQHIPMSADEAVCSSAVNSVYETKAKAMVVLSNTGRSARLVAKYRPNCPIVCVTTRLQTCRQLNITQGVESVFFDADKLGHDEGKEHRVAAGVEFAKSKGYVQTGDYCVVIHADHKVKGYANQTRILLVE
#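 Purified LmPK (0.1 nM) converted ADP (0.1 mM) to ATP with PEP (0.5 mM) in imidazole buffer pH 7.2 with KCl and MgCl2, 1 h at room temperature. ATP was read by Kinase-Glo luminescence; data normalized to uninhibited and no-enzyme controls.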
# * hit, by the source's call; ? = inconclusive; . = no result given; & = joins results of further samples; [ ] = remark or other dose. Unless noted, calls come from the whole dose curve; as a rule, active = well fitted curve in the direction sought with a large enough effect; inconclusive = small, poorly fitted or top-dose-only effect, or another doubt; inactive = no such curve, though single readings can be large; an effect the other way counts as inactive or inconclusive.
SMILES,TbPYK inhibitor,HCV inh,CHX counter,Shiga toxin inh,Pf growth 96h,Pf growth 48h,LmPK inh
O=C(CCC(=O)N1CCOc2ccccc21)NC1CCCCCC1,2%,1%,6.6*,13,9%,-14%,2%
Cc1ccc(Cn2nnc3c(=O)[nH]c(C4CCCN(C(=O)c5ccco5)C4)nc32)cc1 (stereo unspecified),-5%,-21%,-7,-12,?,?,6%
C[C@H]1CC[C@H]2C(=O)N3[C@H](c4ccccc4Br)[C@@H](C)CC[C@H]3C(=O)N2[C@@H]1c1ccccc1Br,.,-13%[8.37 µM],-2,-7,5.2µM*,?,-1%
CCN(CC)S(=O)(=O)c1ccc(-c2nnc(SC)o2)cc1,2%,3%,4,-5,-29%,.,3%
N#CC(c1nc2ccccc2nc1N1CCOCC1)S(=O)(=O)c1ccccc1 (stereo unspecified),-1%,24%,-3,3,1%,16%,5%
CN(C)S(=O)(=O)c1ccc(NC(=O)c2cc(F)c(F)cc2Cl)cc1,-8%,0%,1,14,9%,-8%,5%
CC1CCCCN1C(=O)CSc1nnc2c(n1)[nH]c1ccccc12 (stereo unspecified),0%,-25%,-2,1,12µM*,1.7µM*,-3%
CNC(=O)c1ccc(NC(=O)c2cc(S(=O)(=O)N3CCOCC3)ccc2N2CCCC2)cc1,-5%,13%,.,.,?,-3%,.
Cc1ccccc1S(=O)(=O)Cc1ccc(C(=O)N2CC(C)CC(C)C2)o1 (stereo unspecified),5%,-24%,-1,-10,17µM*,.,6%
CC(C)NC(=O)N(O)C1N(Cc2ccc3c(c2)OCO3)C(=S)SC1(C)C (stereo unspecified),-2%,12%,9,-22,.,?,-2%
C(=C\c1ccccc1)/CSc1nnc(-c2ccccc2)n1Cc1ccco1,-2%,.,-3,5,?,?,1%
O=C1c2cccc3cccc(c23)C(=O)N1Cc1ccco1,-6%,17%,-2,3,-13%,5%,-1%
CS(=O)(=O)N1CCCC(C(=O)NCc2ccco2)C1 (stereo unspecified),1%,9%,-3,18,?,21%,5%
Cc1cc(-c2ccccc2)c2c(=O)n(-c3ccccc3)[nH]c2n1,-7%,-4%,1,-7,0.0037µM*,38%[activator],-10%
CC(=O)Nc1ccc(S(=O)(=O)N(C)CC(=O)Nc2ccc(F)c(F)c2F)cc1,5%,-1%,.,.,?,?,.
Cc1cccc(NC(=O)/C(C#N)=C/c2cn(CC(=O)NCc3ccco3)c3ccccc23)c1C,-1%,-2%,-3,-11,?,-15%,3%
COc1ccc(C(CCNCc2ccc(N(C)C)cc2)c2ccccc2)cc1 (stereo unspecified),-7%,?,-9,-11,?,15µM*,0%
C/C(CC(=O)Nc1ccccc1Cl)=N\NC(=O)C(=O)NCCO,3%,3%,-1,18,20%,2%,-1%
O=C1NC(c2ccccc2)=CC(c2ccccc2O)N1 (stereo unspecified),-8%,18%,.,.,16%,7%,.
O=C(CC1SC2=NCCN2C1=O)Nc1ccccc1 (stereo unspecified),5%,13%,6,10,30%[activator],.,2%

# Compound profiles (already shown). Order of values: TbPYK inhibitor | HCV inh | CHX counter | Shiga toxin inh | Pf growth 96h | Pf growth 48h | LmPK inh
# O=C1NC(c2ccccc2)=CC(c2ccccc2O)N1 (stereo unspecified) is entered as -8% | 18% | . | . | 16% | 7% | .
# C[C@H]1CC[C@H]2C(=O)N3[C@H](c4ccccc4Br)[C@@H](C)CC[C@H]3C(=O)N2[C@@H]1c1ccccc1Br is entered as . | -13%[8.37 µM] | -2 | -7 | 5.2µM* | ? | -1%

# A stretch from further up, for reference:
SMILES,TbPYK inhibitor,HCV inh,CHX counter,Shiga toxin inh,Pf growth 96h,Pf growth 48h,LmPK inh
O=C1NC(c2ccccc2)=CC(c2ccccc2O)N1 (stereo unspecified),-8%,18%,.,.,16%,7%,.
O=C(CC1SC2=NCCN2C1=O)Nc1ccccc1 (stereo unspecified),5%,13%,6,10,30%[activator],.,2%

# Further results
SMILES,TbPYK inhibitor,HCV inh,CHX counter,Shiga toxin inh,Pf growth 96h,Pf growth 48h,LmPK inh
O=C(N/N=C1\CCCc2ccccc21)c1ccc([N+](=O)[O-])cc1,1%,?,11,39,136%[activator],75%[activator],6%
CCN1CCN(S(=O)(=O)c2ccc3c(c2)NC(=O)CS3)CC1,0%,0%,-3,1,22%,-19%,-4%
CCCc1cc(=O)oc2c(C)c(OCc3nn[nH]n3)ccc12,5%,13%,-1,1,4%,19%,8%
COc1ccc(NC(=O)CCNC(=O)C2CCN(S(=O)(=O)c3ccc(F)cc3)CC2)cc1OC,-3%,7%,-2,-6,-25%,8%,-4%
CCc1ccc(C(=O)NC2CCCCC2)s1,0%,.,53*,67*,.,254%[activator],-1%
O=C(NCCCO)c1cc2c([nH]c3ccccc32)c(-c2ccc(F)cc2)n1,8%,14µM*,2,-6,?,9.3µM*,12%
O=C(NCCc1ccccc1C(F)(F)F)C1CCC(=O)N(CCCN2CCCC2=O)C1 (stereo unspecified),3%,19%,2,14,9.3µM*,-18%,0%
Cc1cccc(NNC(=O)c2c(F)cccc2Cl)c1,0%,?,-1,-5,19%,3%,4%
CCOc1ccccc1N(CC(=O)OC)S(C)(=O)=O,-7%,7%,24,9,5%[5.75 µM],1%,-5%
Cc1c(Cl)cccc1NC(=O)CN(C1CCCCC1)S(C)(=O)=O,-3%,16%,-3,-6,?,14%,7%
COc1ccc(CC(NC(C)=O)C(=O)N2CCN(C(=O)Nc3ccc(Cl)cc3)CC2)cc1OC (stereo unspecified),-3%,?,14*,44,1%,10%,-1%
CC(C)OS(C)(=O)=O,-3%,17%,.,.,40%[activator],33%[activator],.
COc1ccc(CN(CC(=O)NCC2CCCO2)C(=O)CNS(=O)(=O)c2ccc(C)cc2)cc1 (stereo unspecified),0%,3%&12%,-3,12,?,-20%,2%
c1csc(CNc2ncnc3ccc(-c4ccoc4)cc23)c1,0%,.,.,.,?,?,.
O=C(Nc1ccc(Cl)c(Cl)c1)c1cccc(S(=O)(=O)NCc2cccnc2)c1,-13%,14µM*,-4,-12,?,4%,2%
Cc1[nH]c2c(C)cccc2c1CC(=O)O,-2%,16%,-3,11,78%[activator],34%,1%
CCOc1cc(C(=O)N(CC)CC(=O)Nc2c(F)cccc2F)ccc1OCC(=O)N1CCCCC1,4%,2%,.,.,?,?,.
Cc1cc(NS(=O)(=O)c2ccc(NC(=O)c3ccco3)cc2)nc(C)n1,-6%,26%,-5,-14,-1%,.,4%
COc1ccc(C(=O)NCCN2CCN(C(=O)c3ccc(OC)c(OC)c3)CC2)cc1OC,-1%,-1%,-2,-6,-1%,-10%,-2%
CCOC(=O)CN1C(=O)C(=O)N(Cc2ccccc2F)C1=O,2%,11%,5,-5,-10%,-1%,4%
O=C(CCSc1ccccc1)N1CCOCC1,2%,0%,35*,80*,?,126%[activator],-16%
O/N=C1\CC/C(=N\O)c2nn(-c3ccccc3Cl)nc21,3%,-4%,2,-15,?,11%,-1%
COC(=O)c1ccc(Oc2ccc(C(F)(F)F)cn2)cc1,2%,3%,28*,45*,5%,36%[activator],11%
c1ccc(-c2cc3c(nn2)CCc2nonc2-3)cc1,-12%,5%,16,15,0%,53%[activator],1%
C#CCNC(=O)C1CCN(c2cc(C)nc(-c3ccccc3)n2)CC1,-3%,-29%,-2,-7,?,-18%,0%
CNS(=O)(=O)c1cc(Br)ccc1S(=O)c1ccccc1C(=O)O (stereo unspecified),-1%,17%,4,-15,0%,3%,0%
O=[N+]([O-])c1ccc(Cc2cncc(O)c2)cc1,5%,4%,-3,-13,23%,-15%,6%
O=C(CN1C(=O)CSc2ccccc21)NCCC1=CCCCC1,-3%,5%,-4,-24,-11%,7%,2%
O=C1N=C2SCCN2/C1=C\c1ccccc1Cl,-7%,-10%,-3,-7,44%[activator],3%,-5%
CCOc1ccc(S(=O)(=O)N2CCCC(C(=O)N3CCN(c4ccccc4)CC3)C2)cc1 (stereo unspecified),-4%,?,-2,-16,2%,0%,-1%
Cc1ccccc1CC1(CO)CCCN(Cc2cn[nH]c2-c2ccccc2)C1 (stereo unspecified),-7%,7%,-2,-7,-9%,?,5%
COc1cc(S(=O)(=O)NCc2ccccc2)ccc1Br,-13%,2%,-2,-10,?,-7%,2%
CC(=O)Nc1nnc(C2=COCCO2)o1,-4%,36%[activator],3,3,45%[activator],45%[activator],8%
COc1cc(OC)cc(C(=O)Nc2nc(-c3ccccc3)c(-c3ccccc3)o2)c1,6%,7.1µM*,2,17,?,?,1%
COc1ccc(OC)c(-c2csc(NC(=O)CSc3ccccc3)n2)c1,1%,?,1,11,53%[activator],5%,2%
CC(NC(=O)COC(=O)c1ccc(OCC2CCCO2)cc1)c1ccccc1Cl (stereo unspecified),1%,?,.,.,-109%,?,.
N#CCc1ccc(NC(=O)Nc2cccc(Cl)c2)cc1,-3%,-67%,32*,71,0%,?,4%
N#Cc1ccc(OCC(O)CN2CCN(C(c3ccccc3)c3ccccc3)CC2)cc1 (stereo unspecified),5%,?,-4,-6,12µM*,?,-4%
CCOC(=O)C1CCN(Cc2cc(Cl)c3ccccc3c2O)CC1,1%,-25%,12*,47,1.2µM*,1.2µM*,2%
COCC(=O)Nc1sc2c(c1C(=O)OC)CCCC2,0%,7.1µM*,14,13,1%,0%,-4%

# Part of the list above, set out differently:
structure	TbPYK inhibitor	HCV inh	CHX counter	Shiga toxin inh	Pf growth 96h	Pf growth 48h	LmPK inh
O=C(CN1C(=O)CSc2ccccc21)NCCC1=CCCCC1	-3%	5%	-4	-24	-11%	7%	2%
O=C1N=C2SCCN2/C1=C\c1ccccc1Cl	-7%	-10%	-3	-7	44%[activator]	3%	-5%

# More structures follow.
SMILES,TbPYK inhibitor,HCV inh,CHX counter,Shiga toxin inh,Pf growth 96h,Pf growth 48h,LmPK inh
C/C(CC(O)c1ccc2ccccc2n1)=N/O (stereo unspecified),-5%,14%,10,-10,-24%,.,-5%
CN1CCN(C2=Nc3ccccc3Oc3ccc(Cl)cc32)CC1,-2%,0%[8.37 µM],-4&5,-12&28,-44%,?,-1%&-2%
C=CCNC(=O)CSc1nnc(-c2ccccc2Br)n1-c1cccc(C(F)(F)F)c1,-17%,-5%,-9,-14,?,?,-7%
CCCCn1c(CNC(=O)CC)nc2ccccc21,-4%,9%,-3,-2,12%,8%,2%
